High-throughput results deposited in PubChem by Sanford-Burnham Center for Chemical Genomics.
Mdm2 MdmX PPI: human Mdm2/MdmX binding inhibition | actives 3% (n = 330,000) | inhibition, % at 8 µM | SaOS-2 split-luciferase Mdm2/MdmX complementation, luminescence | O15151+Q00987;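 active = inhibition of at least 50% at 8 µM in the primary screen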
CHOP UPR activ: activators of apoptotic arm of unfolded protein response (CHOP); CHO-CHOP luciferase reporter, UPR activation, luminescence; percent of tunicamycin response over DMSO baseline; activation, % at 10 µM; actives 0.34% (n = 330,000); AID 449763;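 active = at 10 µM dose, activation of 40% or more, normalized to positive control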;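 also: 100% = tunicamycin at 10 µg/mL and 0% = DMSO alone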
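Assay system: CHO-CHOP cells, stable luciferase reporter of PERK-eIF2a-CHOP signalling / Buffer or medium: F12 plus 10% serum / Compound dosing: one dose, 10 µM in 0.5% DMSO / Times: 6 h compound treatment, 37 °C / Technique: luciferase luminescence / Read-out: % reporter activation, DMSO baseline versus tunicamycin full activation / Benchmarks: tunicamycin and DMSO controls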
Gli-Sufu antag: blocks Gli-Sufu signaling in a luciferase reporter; Sufu-KO-LIGHT fibroblasts, Gli luciferase reporter luminescence; inhibition, % at 5 µM; actives 0.74% (n = 340,000); AID 588413;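 active = inhibition above about 55%, limit read from the data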;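 also: 0% = DMSO-treated cells and 100% = wells with medium but no cells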
UPR XBP1 act: activators of adaptive arm of unfolded protein response (XBP1) | CHO-XBP1 luciferase reporter, IRE1-XBP1 UPR activation, luminescence; percent of tunicamycin response, DMSO as zero | activation, % at 20 µM | actives 0.33% (n = 330,000) | AID 463104;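 active = versus positive control, 20 µM dose yields 30% or more activation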;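 also: 100% = tunicamycin at 10 µg/mL and 0% = DMSO only wells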
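Assay system: CHO-XBP1 luciferase reporter cells; Schedule: 6 h treatment, 37 °C; Detection: glow luminescence from Steady-Glo reagent; Benchmarks: high control tunicamycin 10 µg/mL final, low control DMSO vehicle only.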
EBI2 antag: antagonists of human EBI2 receptor; P32249; EBI2 beta-arrestin recruitment, luminescence, 7a,25-OHC stimulated; inhibition, % at 5 µM; actives 0.81% (n = 360,000); in the data active = inhibition above about 38%;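 also: enzyme fragment complementation signal reports receptor beta-arrestin coupling in cells; 0% = agonist plus DMSO wells and 100% = wells without agonist; some results beyond the cut were filed as inactive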
Target sequence (P32249 whole entry, looked up, the tested form may be a part): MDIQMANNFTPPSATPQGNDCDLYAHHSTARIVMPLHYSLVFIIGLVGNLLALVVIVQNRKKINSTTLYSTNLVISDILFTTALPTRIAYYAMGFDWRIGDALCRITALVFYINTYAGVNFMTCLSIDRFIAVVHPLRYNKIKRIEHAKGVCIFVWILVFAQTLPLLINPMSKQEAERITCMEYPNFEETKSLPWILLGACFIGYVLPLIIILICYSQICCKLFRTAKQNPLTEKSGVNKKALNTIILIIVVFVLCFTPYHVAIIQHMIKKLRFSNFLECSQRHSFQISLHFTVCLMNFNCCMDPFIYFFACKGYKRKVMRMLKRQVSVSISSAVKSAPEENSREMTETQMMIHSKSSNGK
697 NFkB inh: inhibitors of the PMA/ionomycin-induced NF-kB reporter in 697 B cells; actives 0.33% (n = 330,000); 697 B-cell NF-kB luciferase reporter, 16 h; inhibition, % at 4 µM; AID 435022; in the data active = inhibition above about 35%
Jurkat NFkB inh: inhibitors of the PMA/ionomycin-induced NF-kB reporter in Jurkat cells; PMA/ionomycin-induced NF-kB luciferase reporter, luminescence; inhibition, % at 4 µM; actives 0.53% (n = 330,000); AID 435003; in the data active = inhibition above about 50%
CCR6 antag: antagonists of human CCR6 receptor. P51684. CHO-K1 CCR6 PathHunter beta-arrestin, luminescence, CCL20-stimulated. AID 493098. inhibition, % at 20 µM. actives 0.49% (n = 340,000);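 active = compounds whose inhibition of the agonist-driven luminescence signal at 20 µM reaches about 50%, limit read from the data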;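 also: cells stimulated with CCL20 at 14 nM final; plate controls were DMSO with CCL20 for no effect and DMSO without agonist for full effect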
Target sequence (P51684 whole entry, looked up): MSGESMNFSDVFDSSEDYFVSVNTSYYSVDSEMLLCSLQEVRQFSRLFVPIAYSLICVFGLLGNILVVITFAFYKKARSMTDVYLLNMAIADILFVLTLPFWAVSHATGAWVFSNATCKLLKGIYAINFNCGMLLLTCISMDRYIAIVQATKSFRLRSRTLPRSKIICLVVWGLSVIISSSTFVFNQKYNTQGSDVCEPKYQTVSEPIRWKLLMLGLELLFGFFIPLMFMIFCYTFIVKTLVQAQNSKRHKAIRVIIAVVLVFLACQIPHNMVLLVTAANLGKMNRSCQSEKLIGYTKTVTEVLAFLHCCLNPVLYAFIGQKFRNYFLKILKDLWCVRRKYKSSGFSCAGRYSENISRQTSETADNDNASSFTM
CXCR6 inh: CXCR6 (human) receptor inhibition; actives 0.36% (n = 360,000); AID 602244; O00574; CHO-K1 PathHunter CXCR6 beta-arrestin, luminescence; inhibition, % at 20 µM; in the data active = inhibition above about 34%, passing the limit was not always enough;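 also: antagonist mode with CXCL16 agonist at 10 nM final; 0% = 10 nM CXCL16 with DMSO and 100% = unstimulated wells without agonist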
Target sequence (O00574 whole entry, looked up): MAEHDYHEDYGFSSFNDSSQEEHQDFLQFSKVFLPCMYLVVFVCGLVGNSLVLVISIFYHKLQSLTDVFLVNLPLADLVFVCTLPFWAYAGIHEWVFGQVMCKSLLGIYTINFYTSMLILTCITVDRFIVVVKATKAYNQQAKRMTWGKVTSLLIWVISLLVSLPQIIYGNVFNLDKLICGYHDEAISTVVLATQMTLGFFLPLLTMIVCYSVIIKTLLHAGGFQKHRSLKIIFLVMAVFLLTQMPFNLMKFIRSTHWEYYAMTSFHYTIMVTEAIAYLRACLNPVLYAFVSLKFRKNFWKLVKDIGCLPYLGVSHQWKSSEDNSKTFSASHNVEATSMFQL
* hit, by the source's call; nt = not tested or not shown.

SMILES	Mdm2 MdmX PPI	CHOP UPR activ	Gli-Sufu antag	UPR XBP1 act	EBI2 antag	697 NFkB inh	Jurkat NFkB inh	CCR6 antag	CXCR6 inh
CC(c1ccccc1)C1CC(=O)N(Cc2ccccc2)C1=O (stereo unspecified)	13	-1.4	9	-1	1	-10	5	15	2
COc1ccc(CC2(CO)CCN(S(=O)(=O)c3cccc4cccnc34)CC2)cc1	16	3.0	3	2	3	4	1	15	13
COC(=O)c1cccc(C(=O)N2CCC(CO)(CCc3ccccc3)CC2)c1	-37	0.7	0	-3	-2	-8	-18	6	10
O=C(Nc1ccccc1-c1ccccc1)c1cnccn1	15	2.3	-3	4	9	8	-1	9	5
COCCN1C(=O)N[C@@H](c2cccs2)C(C(C)=O)=C1C	9	-1.3	-6	0	2	5	-2	-4	-6
CCOc1ncccc1C(=O)N1CCCSC1=Nc1ccc(C(C)=O)cc1	10	0.5	-21	-4	-1	0	-2	12	-3
CC(c1ccco1)N(C(=O)C12CC3CC(CC(C)(C3)C1)C2)c1ccccn1 (stereo unspecified)	30	-1.2	16	-7	2	-12	-21	28	0
O=C(/C=C/c1ccc(F)cc1)Nc1ccc(S(=O)(=O)Nc2ncccn2)cc1	13	-1.0	-2	0	3	5	11	3	-15
CN(C)C(=O)CSc1cnc2ccccc2n1	30	-0.5	0	-2	1	-3	-12	15	7
COCCCNC(=O)c1ccc(CNS(=O)(=O)c2ccc(NC(C)=O)cc2)cc1	-19	-1.5	-4	1	2	-30	-4	-3	1
Cc1ccc(C(=O)O)cc1Nc1ncnc2sc3c(c12)CCC3	-16	0.2	-4	-1	13	8	-6	10	-4
CCOC(=O)c1sc(NC(=O)C2CSC3(C)CCC(=O)N23)nc1C (stereo unspecified)	-1	-1.3	-4	2	-4	18	-8	1	0
Cc1ccc(O)c(CNc2nc3ccccc3[nH]2)c1	-12	5.6	1	1	-6	-8	-8	-1	1
CC(O)C(=O)N/N=C/c1ccccc1C(=O)O (stereo unspecified)	-2	0.3	1	-2	-8	4	6	-3	-5
CN(C(=O)CCN1C(=O)c2ccccc2C1=O)c1ccccc1	1	2.6	2	1	2	2	-7	7	2
O=C(CN1C(=O)NC2(CCCC2)C1=O)Nc1ccc(S(=O)(=O)N2CCOCC2)cc1	10	0.0	2	0	-9	2	9	3	2
CC(C)N1CCc2[nH]c(=S)[nH]c(=O)c2C1	-12	-1.7	1	-2	-6	11	12	3	3
COc1ccccc1NC(=O)c1ccc(NS(=O)(=O)c2c(C)noc2C)cc1	19	-0.1	3	-2	6	15	-3	-5	4
CCOC(=O)CC(C#N)c1cn(C)c2ccccc12 (stereo unspecified)	-6	0.5	9	2	-3	9	-6	0	-4
COCCN=C1Sc2nc3ccc(C)cc3cc2CN1Cc1ccco1	-4	4.7	-22	0	1	-57	-23	8	-2
Cc1ccc(C(=O)O)cc1N1C(=O)c2cccc3cc(Br)cc(c23)C1=O	26	-2.4	-2	6	-1	30	5	9	-2
COc1cc(NC(=O)c2cc([N+](=O)[O-])ccc2NC(=O)CNC2CCCCC2)cc(OC)c1	16	4.7	4	1	-3	1	10	6	5
Cc1csc(NC(=O)C(F)(F)F)n1	-15	1.6	45	-1	-4	5	17	-4	-1
O=C(CSc1cccc[n+]1[O-])N1CCCCCC1	-8	2.1	7	2	-6	1	6	6	-1
O=C(CN1CCN(c2ccccc2F)CC1)c1ccc(O)cc1O	-13	3.6	2	-1	2	0	-16	4	5
COc1ccc2c(c1)CCCN2C(N)=O	4	1.4	-1	-4	-3	0	-3	4	6
COC(=O)c1ccc(NC2(C#N)C(=O)Nc3ccccc32)cc1 (stereo unspecified)	13	-0.2	7	-2	13	-8	-15	40	10
CC(C)(C)CC(=O)NC(=S)Nc1ccccc1C(F)(F)F	29	-1.0	-12	-2	3	-17	3	0	5
C/C(=N\NC(=O)c1ccc(F)cc1)c1ccc(N2CCOCC2)cc1	5	-1.8	29	0	-8	-2	-9	-4	-16
Cc1cc(=O)oc2cc(OCC(=O)N3CCCC3)ccc12	-4	3.9	-21	0	2	4	4	11	-9

Reprinted from the part before: 4 entries, then new ones.
SMILES	Mdm2 MdmX PPI	CHOP UPR activ	Gli-Sufu antag	UPR XBP1 act	EBI2 antag	697 NFkB inh	Jurkat NFkB inh	CCR6 antag	CXCR6 inh
COC(=O)c1ccc(NC2(C#N)C(=O)Nc3ccccc32)cc1 (stereo unspecified)	13	-0.2	7	-2	13	-8	-15	40	10
CC(C)(C)CC(=O)NC(=S)Nc1ccccc1C(F)(F)F	29	-1.0	-12	-2	3	-17	3	0	5
C/C(=N\NC(=O)c1ccc(F)cc1)c1ccc(N2CCOCC2)cc1	5	-1.8	29	0	-8	-2	-9	-4	-16
Cc1cc(=O)oc2cc(OCC(=O)N3CCCC3)ccc12	-4	3.9	-21	0	2	4	4	11	-9
O=S(=O)(N/N=C/c1ccc2c(c1)OCCO2)c1ccccc1	-4	-1.1	-3	1	3	18	0	4	6
O=C(CSc1nc2[nH]c(=O)cc(O)c2s1)Nc1cccc(Br)c1	-12	-0.7	-7	-1	-4	-2	4	3	-12
COc1ccc(Cc2nc3ccc(C(=O)NC(C)C)cc3o2)cc1	nt	nt	7	nt	-1	nt	nt	1	-4
COc1ccc(OC)c(/C=N/c2c(-c3ccc(O)c(OC)c3)nc3ccccn23)c1	27	2.4	-9	6	-3	-27	-11	2	-4
COc1ccc(-c2nc(C#N)c(NCCCn3ccnc3)o2)cc1OC	-17	2.5	-17	1	2	14	-4	14	-4
S=C(c1ccc(-c2ccccc2Cl)o1)N1CCCCC1	-160	8.6	-64	2	-8	-178	-92	17	-9
CC(C)n1ncc2c(C(=O)N3CCN(Cc4ccc(Cl)s4)CC3)cc(C3CC3)nc21	-2	0.2	9	0	20	13	-8	17	-12
NC(=O)CSc1nc2cc([N+](=O)[O-])ccc2n1-c1cccc(C(F)(F)F)c1	19	-0.4	9	-2	1	4	20	7	5
CC1(C)CC2(C)OC(=N)C1(C#N)C2(C#N)C#N (stereo unspecified)	9	3.5	7	-4	0	-2	0	-3	-8
Cc1ccccc1C(=O)Nn1cnnc1	0	2.8	-4	-5	0	5	-5	7	-10
C=CCC[C@H](Cc1ccc(F)cc1)C(=O)OC[C@H](Cc1c[nH]c2ccccc12)NC(=O)[C@H](CC=C)CC(=O)N(CCO)Cc1ccccc1	90*	14	7	9	32	1	17	-5	22
CCN(CC)c1ccc(NC(=O)c2cccc(C)c2OC)c(C)c1	23	4.6	-64	2	20	-94	-130	9	2
CCC(C)[C@H](NC(=O)N1CCn2c1nc1ccccc12)C(=O)NCc1ccccc1 (stereo partly specified)	2	-1.6	2	-6	3	-15	10	2	9
Cc1cc(C)c(C#N)c(Sc2nnnn2-c2ccccc2)n1	6	-0.5	11	-3	-1	-12	0	6	5
CNS(=O)(=O)c1ccc(NC(=O)c2cnn3c(C(F)F)cc(-c4ccccc4)nc23)cc1	27	6.1	20	11	15	-23	13	10	9
O=C(/C=C/c1cccnc1)c1cccc(O)c1	14	14	-17	2	-12	13	3	31	27
COc1ccc(OC)c(NC(=O)NC2CCCc3ccccc32)c1 (stereo unspecified)	9	-0.8	-4	-7	5	27	-1	5	-9
C=CCN1CCN(Cc2cnc(Cl)s2)CC1	11	-3.7	5	-1	-4	-2	-18	3	6
CN(C)CCNC(=O)/C(=N\O)c1ccccn1	6	-1.2	1	-4	3	8	4	3	-8
COc1ccc(-n2nc3c(c2NC(=O)CBr)CSC3)cc1	9	1.4	-7	-4	-8	-4	-8	-8	0
c1ccc(OCCCN2CCCC2)cc1	5	-1.1	3	0	-14	17	-3	-12	-8
OCC1(CCCc2ccccc2)CCN(C2CCSCC2)CC1	2	-0.4	10	5	13	-35	-10	21	11
CSCCC(N=C1NS(=O)(=O)c2ccccc21)C(=O)NCCc1ccccc1 (stereo unspecified)	13	3.0	1	0	-15	8	6	7	10
Oc1ccc(-c2nc3c4c(ncn3n2)-c2ccccc2CC42CCCC2)cc1	78*	2.5	6	23	14	-11	19	-7	-13
Cc1cc(C(=O)Nc2nc3c(C)cccc3s2)c(C)o1	-19	2.4	7	2	6	-7	-7	13	-14
CCOC(=O)N1CCN(C(=O)C2CCN(C(=O)c3cc(OC)cc(OC)c3)CC2)CC1	-29	-1.9	-6	-3	-8	-14	10	-7	-8
O=C(OCC(=O)N1CCc2ccccc21)c1ccc([N+](=O)[O-])o1	26	1.7	0	3	-3	27	-1	-10	-23
Cc1nnnn1/C(=C\c1ccccc1)C(=O)OCC(=O)Nc1cccc(S(=O)(=O)N(C)C)c1	72*	6.6	5	-5	1	-9	7	39	32
CC(C)n1nc(C(=O)Nc2ccccc2N2CCOCC2)c2ccccc2c1=O	0	-0.7	4	13	10	-10	7	10	6
CCSc1nsc(NC(=O)Nc2ccccc2OC)n1	-34	5.0	9	0	5	-12	8	16	-3

Reprinted from the part before: 2 entries, followed by the next part.
SMILES	Mdm2 MdmX PPI	CHOP UPR activ	Gli-Sufu antag	UPR XBP1 act	EBI2 antag	697 NFkB inh	Jurkat NFkB inh	CCR6 antag	CXCR6 inh
CC(C)n1nc(C(=O)Nc2ccccc2N2CCOCC2)c2ccccc2c1=O	0	-0.7	4	13	10	-10	7	10	6
CCSc1nsc(NC(=O)Nc2ccccc2OC)n1	-34	5.0	9	0	5	-12	8	16	-3
CCc1nnc(NC(=O)CSc2nnc(-c3cccnc3)n2CC)s1	27	-1.6	-1	-2	-1	13	-12	3	0
CC1(C)CC(=O)C2=C(C1)N(Cc1ccco1)C(=O)NC2(C(F)(F)F)C(F)(F)F	11	0.2	-2	4	-3	-10	-6	7	-8
Oc1ccc(/C=N/N(Cc2ccccc2)c2ccccc2)c(O)c1O	nt	nt	-1	nt	3	nt	nt	3	1
Cc1cccc(C(=O)NCC(=O)N2CCN(S(=O)(=O)c3cc(C)ccc3C)CC2)c1	9	-1.2	-2	0	37	7	-5	11	-3
CC(=Nc1ccc(C)cc1C)c1sc2ccccc2c1O	-149	4.8	-153	-2	27	-173	-203	18	5
COC(=O)C1CCN(C(=O)c2ccc(NC(C)=O)cc2)CC1	-22	0.5	-1	-2	-23	18	6	1	-6
O=C1CCC(C(=O)N2CCCCCC2)CN1CCc1ccc(Cl)cc1 (stereo unspecified)	-12	-1.8	5	-3	18	-14	12	-1	2
c1ccc(-c2nc(-c3ccc(-c4ccon4)s3)no2)cc1	-127	6.1	-64	2	0	-173	-127	2	6
CC1=C(C(=O)Nc2cccc(C(=O)NC(C)C)c2)SCCO1	2	-0.8	2	-5	-6	-10	-9	-5	-4
CCOc1ccc2c(c1)-c1c(ssc1=S)C(C)(C)N2C	30	1.6	-7	1	-4	-16	-23	36	12
O=C(O)CCC(=O)Nc1sc2c(c1C(=O)Nc1cccc3ccccc13)CCCCC2	-14	1.0	1	2	-7	-8	5	-5	-1
COC(=O)c1ccccc1S(=O)(=O)N1CCC(C(=O)OCc2cccc(OC)c2OC)CC1	6	0.9	-6	-1	8	-11	0	6	2
O=C(N[C@H](CO)Cc1ccccc1)c1ccco1	10	1.0	5	0	-13	-4	-2	-4	-19
